Assay outcomes (PubChem BioAssay)
PAX8 inh HTS: PAX8 transcriptional activity inhibition. hit rate 1.2% among 360,000. inhibition, % at 12.6 µM. RMG-I TPO-luciferase reporter, SteadyGlo, 24 h;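 active = mean replicate inhibition at least 60% with every replicate also reaching 60%; inconclusive = only one of the two criteria is met; inactive = mean below 60% and not all replicates reaching 60%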;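 note: luciferase light reporting Pax8 driven TPO promoter activity; plate controls were median of neutral control wells for no effect and mitoxantrone controls for full effect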
CASP6 VEID inh: caspase-6 (human) enzyme inhibition; inhibition, % at 12.5 µM; hit rate 0.53% among 350,000; purified caspase-6, Z-VEID-R110 cleavage fluorescence; P55212;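 active = mean inhibition across replicates at least about 35%, with every replicate also reaching that limit, limit read from the data; inconclusive = only one of the two criteria met; inactive = neither criterion met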;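 note: 0% = median of neutral control wells and 100% = no fluorescence left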
Target sequence (P55212 24-179 limits assumed): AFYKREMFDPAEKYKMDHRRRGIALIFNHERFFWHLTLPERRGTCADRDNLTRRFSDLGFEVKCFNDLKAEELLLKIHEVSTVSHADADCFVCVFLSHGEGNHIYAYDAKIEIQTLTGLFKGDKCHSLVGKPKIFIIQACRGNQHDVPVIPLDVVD
Target sequence (P55212 194-293 limits assumed): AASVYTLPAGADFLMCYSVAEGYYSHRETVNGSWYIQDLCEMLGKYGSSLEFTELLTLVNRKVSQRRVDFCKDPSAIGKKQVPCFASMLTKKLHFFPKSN
LGR2 antag: blocks bursicon-induced cAMP signaling via Drosophila LGR2 | HEK293 LGR2, CRE-luciferase, bursicon-stimulated, 4 h | inhibition, % at 9.99 µM | hit rate 0.35% among 380,000 | AID 720647;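 active = drop in luminescence signal, shown as inhibition above about 50% in the replicate tests, limit read from the data, passing the limit was not always enough; inconclusive = probably only some replicates passing the limit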;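 note: agonist challenge used bursicon conditioned medium at about half maximal strength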
SIRT5 block: inhibitors of human sirtuin-5 desuccinylase. Q9NXA8. Purified SirT5, succinyl-peptide AMC, trypsin-coupled fluorescence. inhibition, % at 15 µM. hit rate 1.1% among 330,000; in the data active = inhibition above about 15%; inconclusive = no clear call, values can overlap the other calls
Target sequence (Q9NXA8 whole entry, looked up): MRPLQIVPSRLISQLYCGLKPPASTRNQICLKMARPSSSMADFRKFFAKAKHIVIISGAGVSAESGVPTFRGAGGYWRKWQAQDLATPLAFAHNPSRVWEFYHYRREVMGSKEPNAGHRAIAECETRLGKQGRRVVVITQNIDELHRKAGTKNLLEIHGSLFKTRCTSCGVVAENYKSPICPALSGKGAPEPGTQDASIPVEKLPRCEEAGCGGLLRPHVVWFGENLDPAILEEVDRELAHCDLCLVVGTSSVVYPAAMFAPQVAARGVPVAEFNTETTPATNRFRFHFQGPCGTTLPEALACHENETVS
ARNT TACC3 PPI: disrupts binding between human ARNT and TACC3; Q9Y6A5; AlphaScreen His-ARNT PAS-B/GST-TACC3 binding, luminescence; TACC3 fragment carries E629A point mutation; inhibition, % at 9.99 µM; AID 623870; hit rate 0.66% among 390,000;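 active = mean inhibition of replicates at least 50% and at least half of replicates each reaching 50%; inconclusive = half or more replicates reach 50% but mean below 50%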;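 note: 0% = complete ARNT plus TACC3 wells and 100% = ARNT alone without TACC3; many hits fall short of the cut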
EWS-Fli inh: inhibitors of EWS/Fli oncoprotein transcriptional activity; A673 NR0B1-luciferase reporter, viability-normalised; inhibition, % at 12.6 µM; hit rate 0.67% among 350,000;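 active = mean inhibition of at least 50% after viability correction, with every replicate also passing that limit; inconclusive = mean reaches 50% but only one of two replicates passes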;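 note: firefly luciferase signal divided by Alamar Blue viability fluorescence both relative to DMSO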
DENV2 CPE: inhibitors of DENV2 cytopathic effect; DENV2-infected cells, cytopathic effect rescue, plate reader; CPE inhibition, % at 9.99 µM; hit rate 1.7% among 350,000; AID 651640; in the data active = CPE inhibition above about 20%, passing the limit was not always enough; inconclusive = no clear call, values can overlap the other calls; tested in BHK-21 cells;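 note: 0% = median of neutral control wells and 100% = median of positive control wells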
Starred values were filed as active, the others as inactive; u = inconclusive; x = no result given.

compound | PAX8 inh HTS | CASP6 VEID inh | LGR2 antag | SIRT5 block | ARNT TACC3 PPI | EWS-Fli inh | DENV2 CPE
N#C[C@H]1[C@@H](c2ccccc2-c2cccc(F)c2)[C@H](CO)N1C(=O)C1CCCC1 | x | 1 | -5 | -4 | x | 4 | -6
COc1ccccc1CCC(=O)OCC(=O)Nc1c(C)nn(-c2ccccc2)c1C | -10 | 1 | 11 | -3 | -1 | 2 | 8
C=CCOc1ccc(-c2n[nH]c(=S)o2)cc1 | -77 | 4 | 4 | -2 | 0 | -3 | 0
CC(C)(C)c1ccc(OC2=CS(=O)(=O)c3ccccc32)cc1 | -130 | -3 | -26 | -3 | x | x | x
CC1=NN(c2ccc(C(F)(F)F)cn2)C(=O)C1 | 0 | 12 | 15 | 2 | x | 26 | 12
O=C(C[C@@H]1CC[C@H]2[C@@H](COC[C@H](O)CN2CCc2ccccc2)O1)NCc1ccc(F)cc1 | -19 | -1 | -1 | x | -3 | -7 | x
CC(CCc1ccccc1)NC(=S)NC(=O)c1ccco1 (stereo unspecified) | 18 | -1 | 7 | x | x | 7 | -5
COC(=O)c1ccc(NC(=O)C2CCN(C(=O)Nc3ccccc3)CC2)cc1 | 0 | -5 | -20 | 3 | 1 | -5 | -5
CCOC(=O)C1=NN(C(C)=O)C2(CC(=O)N(c3cccc(C)c3)C2=O)C1 (stereo unspecified) | -15 | 0 | 17 | -2 | -3 | -5 | 1
COc1ccc(C(=O)Cn2c(N3CCCCC3)nc3c2c(=O)n(C)c(=O)n3C)cc1OC | -9 | -1 | -3 | -1 | 4 | -1 | 14
C[C@@H]1CCCCO[C@@H](CN(C)Cc2ccc(C(F)(F)F)cc2)[C@H](C)CN([C@@H](C)CO)C(=O)c2cc(NC(=O)Nc3ccccc3)ccc2O1 | u | x | 3 | x | -4 | 3 | -10
CC1(C(=O)NCc2ccccc2)CSCC(=O)N1C1CC1 (stereo unspecified) | 0 | -1 | 13 | 0 | x | -1 | 10
O=C(Cn1cc(C(F)(F)F)cc(Cl)c1=O)NCc1ccc(Cl)cc1 | -3 | -1 | -7 | 2 | 1 | -2 | -4
CCCNC(=O)Nc1ccc2c(c1)C(=O)N(C)C[C@@H](OC)[C@H](C)CN(C(=O)C1CCCC1)[C@H](C)CO2 | -10 | -1 | -41 | -5 | 1 | -2 | -4
CCCNC(=O)C1(C)CCN(Cc2cc(C)n(C)n2)C1 (stereo unspecified) | x | 4 | -16 | 0 | x | -1 | 13
CCCN1C[C@@H](C)[C@H](OC)CN(C)C(=O)c2cc(NS(=O)(=O)c3ccccc3)ccc2OC[C@@H]1C | -3 | x | 23 | 2 | 14 | 4 | -4
C/C=C/c1cnc2c(c1)C(=O)N([C@@H](C)CO)C[C@H](C)[C@@H](CN(C)C(=O)Nc1cccc(OC)c1)O2 | 6 | 6 | -3 | 2 | -15 | 0 | 5
N#Cc1ccc(CSc2ccccn2)c(Cl)c1 | -14 | -1 | x | 2 | -17 | -31 | u
O=c1c(-c2ccc(Cl)cc2)[n+]([O-])c2ccccc2n1OCc1nc2ccccc2[nH]1 | -22 | -1 | -22 | -5 | -2 | -22 | 2
Cn1c(CNC(=O)c2ccco2)nnc1SCC(=O)c1ccc(F)cc1 | 32 | 4 | 1 | 0 | -6 | -5 | -1
O=C(C1=C[C@@H](c2csc3ccccc23)C[C@@H](OCCCCO)O1)N1CCCCCCC1 | x | -3 | x | -2 | -1 | -2 | -6
O=C(c1cc(-c2ccc(Br)cc2)nc2ccccc12)N1CCC1 | 11 | -2 | -16 | -2 | 2 | -3 | -4
C=CC(C)(C)c1[nH]cnc1/C=C1\NC(=O)C(C(C)C)NC1=O (stereo unspecified) | x | 1 | x | x | 0 | 19 | u
COCCn1c(SCC(=O)Nc2cc(Cl)ccc2OC)nc2c(c1=O)SC(C)C2 (stereo unspecified) | 25 | -3 | 10 | 2 | 6 | 5 | 2
CCn1c2ccc(F)cc2c2nnc(SCCN3CCOCC3)nc21 | 1 | 0 | 6 | 8 | 11 | -2 | 13
COc1ccc(C(C)=O)cc1COc1ccc(F)cc1 | 14 | 1 | -14 | -1 | 0 | 25 | 2
Cc1ccccc1S(=O)(=O)NCC[C@@H]1CC[C@H](NC(=O)Nc2cccc(Cl)c2)[C@@H](CO)O1 | 16 | 2 | x | 1 | -16 | 5 | 4
COc1cc(CNCCCN2CCOCC2)c(Br)cc1OCC(=O)Nc1ccccc1C | -20 | -4 | 26 | -6 | -2 | -7 | x
CNC(=O)/C(C#N)=C/c1c(N(Cc2ccccc2)Cc2ccccc2)nc2c(C)cccn2c1=O | 9 | x | 2 | x | 6 | x | x
O=C(NCCc1ccc(Cl)cc1)c1ccc2c(=O)[nH]c3c(C(=O)NCC4CCCO4)sc(=S)n3c2c1 (stereo unspecified) | -26 | 3 | 2 | 8 | x | 3 | 6

Arranged by molecular weight (falling): some entries from above.
compound | PAX8 inh HTS | CASP6 VEID inh | LGR2 antag | SIRT5 block | ARNT TACC3 PPI | EWS-Fli inh | DENV2 CPE
COc1cc(CNCCCN2CCOCC2)c(Br)cc1OCC(=O)Nc1ccccc1C | -20 | -4 | 26 | -6 | -2 | -7 | x
CCCN1C[C@@H](C)[C@H](OC)CN(C)C(=O)c2cc(NS(=O)(=O)c3ccccc3)ccc2OC[C@@H]1C | -3 | x | 23 | 2 | 14 | 4 | -4
COCCn1c(SCC(=O)Nc2cc(Cl)ccc2OC)nc2c(c1=O)SC(C)C2 (stereo unspecified) | 25 | -3 | 10 | 2 | 6 | 5 | 2
COc1ccc(C(=O)Cn2c(N3CCCCC3)nc3c2c(=O)n(C)c(=O)n3C)cc1OC | -9 | -1 | -3 | -1 | 4 | -1 | 14
O=C(Cn1cc(C(F)(F)F)cc(Cl)c1=O)NCc1ccc(Cl)cc1 | -3 | -1 | -7 | 2 | 1 | -2 | -4
Cn1c(CNC(=O)c2ccco2)nnc1SCC(=O)c1ccc(F)cc1 | 32 | 4 | 1 | 0 | -6 | -5 | -1
O=C(c1cc(-c2ccc(Br)cc2)nc2ccccc12)N1CCC1 | 11 | -2 | -16 | -2 | 2 | -3 | -4
CCOC(=O)C1=NN(C(C)=O)C2(CC(=O)N(c3cccc(C)c3)C2=O)C1 (stereo unspecified) | -15 | 0 | 17 | -2 | -3 | -5 | 1
N#Cc1ccc(CSc2ccccn2)c(Cl)c1 | -14 | -1 | x | 2 | -17 | -31 | u
CC1=NN(c2ccc(C(F)(F)F)cn2)C(=O)C1 | 0 | 12 | 15 | 2 | x | 26 | 12

Following part
compound | PAX8 inh HTS | CASP6 VEID inh | LGR2 antag | SIRT5 block | ARNT TACC3 PPI | EWS-Fli inh | DENV2 CPE
C[C@H](CO)N1C[C@H](C)[C@H](CN(C)C(=O)Cc2ccncc2)Oc2cc(C3=CCCC3)ccc2S1(=O)=O | -16 | -1 | -7 | 6 | -1 | -2 | -6
O=C1/C(=C/c2ccccn2)SC(=S)N1NS(=O)(=O)c1ccccc1 | 7 | 3 | x | 6 | 1 | -5 | -4
O=C(COC(=O)c1cc(S(=O)(=O)N2CCOCC2)ccc1F)Nc1ccc2c(c1)OCO2 | -4 | 1 | 9 | -2 | -13 | -6 | 5
C[C@@H]1CN([C@@H](C)CO)S(=O)(=O)c2ccc(C#C[C@@H](C)O)cc2O[C@@H]1CN(C)Cc1cncnc1 | 7 | -1 | 8 | 0 | -9 | -10 | u
CC(=O)c1cccc(NC(=O)COc2ccc3oc(=O)cc(C)c3c2)c1 | x | -2 | -2 | x | -24 | -15 | -10
C[C@@H](O)C#Cc1ccc2c(c1)O[C@@H](CN(C)Cc1ccccn1)[C@@H](C)CN([C@@H](C)CO)S2(=O)=O | x | 0 | 12 | -4 | 7 | -2 | 0
Cc1ccc(-c2nc3c(Br)cc(C)cn3c2Cc2cccc(Cl)c2)cc1 | -5 | 0 | -7 | -3 | x | -4 | 5
N#C[C@H]1[C@H](c2ccccc2-c2ccc(F)cc2)[C@H](CO)N1C(=O)Cc1ccccc1 | -34 | 0 | 10 | 6 | x | 18 | -16
C=CCN=C1CC(C)(C)CC(=O)/C1=C(\O)CCCN1C(=O)c2ccccc2C1=O | 10 | 1 | 5 | 1 | 4 | -3 | 0
O=C(Nn1cnc2ccccc2c1=O)c1cccc(Cl)c1 | 14 | 1 | -10 | -5 | -4 | -37 | 2
COc1ccc(NC(=O)N(C)C[C@H]2Oc3cc(-c4ccncc4)ccc3S(=O)(=O)N([C@H](C)CO)C[C@H]2C)cc1 | x | 1 | 5 | -2 | 12 | 2 | -7
O=C(Nc1ccccc1F)N1CC(=O)N2[C@H](CO)[C@@H](c3ccc(C#CC4CC4)cc3)[C@H]2C1 | 17 | 1 | -8 | 3 | x | 3 | 6
COc1cccc(-n2cc(CN(C)C(=O)C3CCC(=O)N(C4CC4)C3)cn2)c1 (stereo unspecified) | -9 | -1 | -15 | -4 | x | -1 | 0
COc1ccc(CCn2c(=N)c(C(=O)NCCN3CCOCC3)cc3c(=O)n4cccc(C)c4nc32)cc1OC | 11 | x | 19 | -1 | 28 | 19 | 5
O=C(CCCN1C(=O)c2cccc3cccc(c23)C1=O)N1CCN(c2ccccc2)CC1 | 9 | 0 | 7 | 2 | 7 | -4 | x
CCOC(=O)N1CCN(C(=O)c2cc(COc3ccc(Cl)cc3OC)on2)CC1 | 15 | 0 | 5 | -2 | 27 | x | -6
Cc1nc2ccc(C(=O)N(C)CC3CCCN(CCc4ccc(Cl)cc4)C3)cc2[nH]1 (stereo unspecified) | -3 | -14 | 18 | 0 | -2 | -3 | -12
COc1cccc(CNC(=O)CN(C)S(=O)(=O)c2ccc3c(c2)n(C)c(=O)c(=O)n3C)c1 | -11 | 2 | 6 | -1 | -1 | 2 | 4
O=C(NCC[C@H]1CC[C@@H](NC(=O)C2CCCC2)[C@H](CO)O1)c1cnccn1 | -3 | 3 | 6 | 5 | 2 | -5 | 0
Cc1cc(C)cc([C@H]2C[C@]34CN(C(=O)OC(C)(C)C)S(=O)(=O)[C@H]3C[C@H]2O4)c1 | 23 | -1 | 2 | -3 | x | 7 | -16
CC(C)CC#Cc1ccc2c(c1)O[C@@H](CN(C)C(=O)Nc1ccccc1)[C@H](C)CN([C@@H](C)CO)S2(=O)=O | x | 1 | 6 | 3 | 1 | 36 | 20
S=c1nc(SCc2ccccc2)[nH]c2ccccc12 | -9 | 4 | 3 | 1 | 3 | 6 | 4
COc1ccc(C)cc1NC(=O)NCCCCc1ccccc1 | 18 | 0 | 9 | 0 | -1 | x | -1
CO[C@@H]1CN(C)C(=O)c2cc(NC(=O)c3ccccc3F)ccc2OC[C@H](C)N(C(=O)c2ccccc2F)C[C@H]1C | 10 | 1 | 5 | 0 | -7 | 2 | -2
CC(C)(C)N1C(=O)[C@H]2[C@@H](c3ccc(Br)cc3)N3C(=O)N(c4ccccc4)C(=O)[C@@]3(C)[C@H]2C1=O | 5 | -1 | 22 | x | 1 | 25 | 8
O=C(Nc1c(F)c(F)c(F)c(F)c1F)c1ccc(Br)o1 | 5 | 0 | 3 | 3 | x | 3 | -14
Cc1noc(C)c1NC(=O)N(C)C[C@@H]1OCCCC[C@H](C)Oc2ccc(NC(=O)c3ccncc3)cc2C(=O)N([C@@H](C)CO)C[C@H]1C | -21 | 0 | -11 | -2 | -5 | -2 | -7
CCOC(=O)C1=C(CN2CCN(CCC#N)CC2)NC(=O)NC1c1ccc2c(c1)OCO2 (stereo unspecified) | 14 | 5 | 4 | -1 | -1 | -3 | 6

Rows are unselected; any-hit rate near 4.9%.
